UPR CHOP act – apoptotic UPR (CHOP) activation | CHO-CHOP luciferase reporter, luminescence; percent of tunicamycin response over DMSO baseline | activation, % at 10 µM | 330,000 compounds, 0.34% hits;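 active means at 10 µM dose, activation of 40% or more, normalized to positive control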;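 further: 100% = tunicamycin at 10 µg/mL and 0% = DMSO alone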
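Test system: CHO-CHOP cells, stable luciferase reporter of PERK-eIF2a-CHOP signalling | Quantity: 500 CHO-CHOP cells per well | Buffer or medium: F12 plus 10% serum | Compound dosing: 10 µM single point, 0.5% DMSO | Schedule: 6 h compound treatment, 37 °C | Signal: Luciferase luminescence | Control set: Tunicamycin high control, DMSO low control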
UPR XBP1 act – adaptive UPR (XBP1) activation. CHO-XBP1 luciferase reporter, IRE1-XBP1 UPR activation, luminescence; percent of tunicamycin response, DMSO as zero. activation, % at 20 µM. 330,000 compounds, 0.33% hits;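 active means versus positive control, 20 µM dose yields 30% or more activation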;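 further: 100% = tunicamycin at 10 µg/mL and 0% = DMSO only wells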
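Material: CHO cell line with stable XBP1 luciferase reporter; schedule: 16-18 h cell attachment at 37 °C, then 6 h compound exposure; signal: glow luminescence from Steady-Glo reagent; medium: serum-containing F12 medium, 10% FBS; benchmarks: tunicamycin 10 µg/mL and vehicle-only wells; read-out: percent activation relative to tunicamycin reference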
Mdm2-MdmX inh – inhibitors of human Mdm2/MdmX interaction; O15151+Q00987; SaOS-2 split-luciferase Mdm2/MdmX complementation, luminescence; inhibition, % at 8 µM; 330,000 compounds, 3% hits; AID 485346;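 active means inhibition of at least 50% at 8 µM in the primary screen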
Target sequence (O15151 whole entry, looked up): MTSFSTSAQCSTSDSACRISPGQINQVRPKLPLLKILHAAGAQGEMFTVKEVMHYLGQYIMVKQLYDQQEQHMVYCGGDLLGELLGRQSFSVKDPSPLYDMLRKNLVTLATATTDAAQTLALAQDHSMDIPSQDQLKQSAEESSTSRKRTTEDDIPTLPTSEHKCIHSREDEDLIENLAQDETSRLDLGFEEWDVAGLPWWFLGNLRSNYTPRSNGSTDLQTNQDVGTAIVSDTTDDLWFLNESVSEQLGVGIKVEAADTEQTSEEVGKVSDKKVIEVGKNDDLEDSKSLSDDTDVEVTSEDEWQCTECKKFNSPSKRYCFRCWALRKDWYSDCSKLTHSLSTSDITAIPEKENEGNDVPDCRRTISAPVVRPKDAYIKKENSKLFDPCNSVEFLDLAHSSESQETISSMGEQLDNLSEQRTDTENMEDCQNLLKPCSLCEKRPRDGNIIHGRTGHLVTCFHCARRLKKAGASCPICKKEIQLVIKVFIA
Target sequence (Q00987 whole entry, looked up): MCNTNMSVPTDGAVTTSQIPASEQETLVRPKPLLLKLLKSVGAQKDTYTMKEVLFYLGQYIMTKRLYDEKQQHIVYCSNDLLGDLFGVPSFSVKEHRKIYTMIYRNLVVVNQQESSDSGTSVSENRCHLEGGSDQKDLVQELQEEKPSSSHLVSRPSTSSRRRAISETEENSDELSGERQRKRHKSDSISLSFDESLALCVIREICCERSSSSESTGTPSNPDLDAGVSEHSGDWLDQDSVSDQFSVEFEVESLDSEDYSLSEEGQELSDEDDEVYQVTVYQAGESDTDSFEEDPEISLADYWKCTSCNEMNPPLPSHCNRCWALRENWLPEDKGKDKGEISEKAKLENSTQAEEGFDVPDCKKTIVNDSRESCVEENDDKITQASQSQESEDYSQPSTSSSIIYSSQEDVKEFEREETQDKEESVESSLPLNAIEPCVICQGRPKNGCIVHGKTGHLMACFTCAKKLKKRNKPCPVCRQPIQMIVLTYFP
EBI2 antag – blocks human EBI2 receptor beta-arrestin signaling; P32249; EBI2 beta-arrestin recruitment, luminescence, 7a,25-OHC stimulated; inhibition, % at 5 µM; 360,000 compounds, 0.81% hits; AID 651636; in the data active means inhibition above about 38%;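 further: enzyme fragment complementation signal reports receptor beta-arrestin coupling in cells; 0% = agonist plus DMSO wells and 100% = wells without agonist; some results beyond the cut were filed as inactive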
CXCR6 block – blocks human CXCR6 beta-arrestin recruitment | O00574 | CHO-K1 PathHunter CXCR6 beta-arrestin, luminescence | inhibition, % at 20 µM | 360,000 compounds, 0.36% hits | AID 602244; in the data active means inhibition above about 34%, passing the limit was not always enough;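 further: antagonist mode with CXCL16 agonist at 10 nM final; 0% = 10 nM CXCL16 with DMSO and 100% = unstimulated wells without agonist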
CCR6 antagonist – blocks CCL20-driven beta-arrestin recruitment at human CCR6. CHO-K1 CCR6 PathHunter beta-arrestin, luminescence, CCL20-stimulated. inhibition, % at 20 µM. 340,000 compounds, 0.49% hits. AID 493098;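 active means compounds whose inhibition of the agonist-driven luminescence signal at 20 µM reaches about 50%, limit read from the data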;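 further: cells stimulated with CCL20 at 14 nM final; plate controls were DMSO with CCL20 for no effect and DMSO without agonist for full effect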
Jurkat NFkB inh – inhibitors of the PMA/ionomycin-induced NF-kB reporter in Jurkat cells; inhibition, % at 4 µM; PMA/ionomycin-induced NF-kB luciferase reporter, luminescence; 330,000 compounds, 0.53% hits; in the data active means inhibition above about 50%
697 NFkB inh – lowers PMA/ionomycin-induced NF-kB signal in 697 B cells; 697 B-cell NF-kB luciferase reporter, 16 h; inhibition, % at 4 µM; 330,000 compounds, 0.33% hits; AID 435022; in the data active means inhibition above about 35%
Gli-Sufu antag – antagonists of Gli-Sufu signaling; Sufu-KO-LIGHT fibroblasts, Gli luciferase reporter luminescence; inhibition, % at 5 µM; 340,000 compounds, 0.74% hits;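 active means inhibition above about 55%, limit read from the data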;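 further: 0% = DMSO-treated cells and 100% = wells with medium but no cells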
An asterisk follows results filed as active; x = not tested or not shown.

SMILES	UPR CHOP act	UPR XBP1 act	Mdm2-MdmX inh	EBI2 antag	CXCR6 block	CCR6 antagonist	Jurkat NFkB inh	697 NFkB inh	Gli-Sufu antag
CCc1ccc(OCC(=O)NN2Cc3ccccc3C2=N)cc1	2.0	4.6	-14.3	-19.7	0.1	6.1	6.5	3.5	-11.8
CCOC(=O)c1cc(-c2ccccc2)sc1NC(=O)C(C)OC(=O)c1cccnc1OCC (configuration not stated)	-0.7	-0.4	-3.2	19.0	13.8	18.3	-0.8	1.4	-1.1
CCOc1ccccc1-n1c(=S)sc2c(=O)n(-c3ccc(C)cc3)c(=S)[nH]c21	-0.9	1.4	-31.3	-2.2	4.2	-6.0	-2.2	-14.0	40.4
CN(Cc1ccon1)C(=O)CC1C(=O)NCCN1CC(C)(C)C (configuration not stated)	-0.8	-1.2	23.5	-4.0	-4.1	3.3	16.8	19.1	-11.7
COc1ccc(CN2CCN(Cc3ccc4ccccc4c3)CC2)cc1OC	-0.3	2.2	3.8	5.1	4.6	8.1	10.4	-14.1	-15.8
COCCCNc1c2c(nc3nnnn13)CCCC2	-0.5	-0.7	7.7	1.4	4.3	3.5	-9.8	2.9	2.8
CCCN1CCN(CC(=O)Nc2nnc(C)s2)CC1	2.6	-3.2	18.5	-5.7	-4.1	1.3	-10.9	-1.5	2.3
CCC(=O)Nc1cccc(Br)c1	0.2	-1.2	-15.0	0.7	5.7	-9.7	5.7	12.3	-8.3
Cc1ccc(OCCNC(=O)Cc2ccc(F)cc2)cc1	1.9	0.4	19.0	50.0*	-0.2	5.6	0.4	-1.9	-2.8
Cc1cc(Oc2nc3c(C)cccn3c(=O)c2/C=C(\C#N)S(=O)(=O)c2ccc(Cl)cc2)ccc1Cl	1.7	3.6	56.7*	2.5	7.7	4.3	-5.6	9.3	-3.1
CC1CCN(CC(O)COc2ccc(C(=O)c3ccccc3)cc2)CC1 (configuration not stated)	0.3	-4.4	4.6	1.7	9.8	11.2	-6.8	-12.2	x
COc1ccc(NC(=O)CC2C(=O)N(c3ccc(F)cc3)C(=S)N2NC(=O)c2ccc(Cl)cc2)cc1 (configuration not stated)	2.1	-0.9	-26.6	0.1	10.1	4.1	5.1	-23.4	0.3
CCOc1ccc(NC(=O)NC(C)c2ccc3c(c2)OCO3)cc1 (configuration not stated)	0.2	-1.3	12.5	0.9	10.3	0.0	1.1	-32.2	-1.6
CCn1c2ccccc2c2cc(Nc3cc(C)nc4ncnn34)ccc21	-0.6	35.9*	82.5*	-9.2	-0.3	16.9	64.9*	-196.6	62.2*
CN1CCN(S(=O)(=O)c2ccc3c(c2)OCCO3)CC1	-1.9	3.9	12.9	-3.3	4.2	-5.2	8.2	4.2	-5.1
COc1cc(-c2nnc(CSc3nnc(N)s3)o2)cc(OC)c1OC	-1.3	-1.8	-10.1	2.7	-0.1	6.1	0.5	6.2	-3.9
COC(=O)C1=C(C)N(CCC2=CCCCC2)C(=O)C1	0.7	-0.4	18.9	-0.5	0.4	11.1	10.3	8.3	-0.2
CC1Cc2ccccc2N1C(=O)COC(=O)c1ccc(N(C)C)cc1 (configuration not stated)	1.2	2.8	-0.1	11.1	5.5	6.5	-16.3	9.2	-4.8
N/C(=N\OC(=O)c1ccc2c(c1)OCO2)c1ccc(Cl)cc1	-0.8	-1.6	81.6*	-6.1	-7.7	3.6	-80.4	-114.7	-69.2
CC1CN(C(c2cccs2)c2sc3ncnn3c2O)CC(C)O1 (configuration not stated)	-0.3	-0.7	14.1	-2.5	2.0	8.4	3.9	0.8	16.9
O=C(Nc1cccc2ccccc12)c1onc2c1CCCC2	2.6	2.0	-88.3	4.9	-1.4	14.5	-73.7	-48.0	11.3
CCC12CCC3c4ccc(O)cc4CCC3C1CC(O)C2O (configuration not stated)	x	x	x	18.6	-9.6	3.1	x	x	4.1
COc1cc(/C=C2\SC(=O)N(c3cccc(Cl)c3)C2=O)cc([N+](=O)[O-])c1O	-1.0	0.7	21.1	17.5	34.7	67.5*	-10.8	16.4	11.4
CC(=O)N1CCOc2ccc(S(=O)(=O)NC[C@H]3O[C@@H](n4ccc(=O)[nH]c4=O)[C@H](O)[C@@H]3O)cc21	x	x	x	-3.7	-1.5	-7.9	x	x	-1.6
CS(=O)(=O)N(CC(=O)NCc1ccc2c(c1)OCO2)C1CCCCC1	-1.3	-1.9	13.7	5.1	-1.5	5.1	15.1	6.4	0.5
CCOC(=O)N1CCN(C(=O)CSc2nc(=O)n3cc(C)ccc3n2)CC1	-0.6	0.3	7.7	10.4	6.3	7.8	10.6	-2.2	5.6
Cc1ccc(/C=N/n2c(-c3ccccn3)n[nH]c2=S)o1	-1.1	-2.6	34.0	-11.0	-8.9	15.7	16.7	1.9	4.3
COc1cccc([C@@H]2Oc3ccc(OC)cc3C(=O)[C@H]2O)c1	3.1	5.8	-2.7	6.1	2.6	34.3	-156.6	-139.8	-10.9
CN(C/C=C/c1ccccc1[N+](=O)[O-])Cc1ccccc1	0.9	0.3	1.2	-5.9	5.5	1.3	-8.1	-20.1	13.1
O=C(COc1ccc2oc(-c3ccccc3)cc(=O)c2c1)NCc1ccco1	1.9	0.6	10.6	8.8	2.0	12.9	-37.6	-7.2	-3.5
O=C(CNC(=S)N(CCCN1CCOCC1)Cc1cccs1)NCc1ccccc1Cl	1.4	-3.6	22.5	-8.4	2.4	21.9	7.6	13.4	-12.9
OCCC1CN(Cc2cccn2-c2cccnc2)CCN1Cc1ccc(F)cc1 (configuration not stated)	-0.3	-4.9	13.7	1.0	-3.1	7.9	0.1	9.0	21.0
O=C(N/N=C/c1c(O)n(Cc2ccccc2)c(=O)c2ccccc12)c1cccnc1	-2.0	-2.5	26.0	4.5	-1.7	-1.1	12.3	25.6	6.3
COc1cc2ccccc2cc1C(=O)O	-2.4	-1.7	10.7	-1.6	-4.2	-3.5	-4.2	9.5	-2.9
CCN(C(=O)c1ccc(C)c(Br)c1)c1ccccc1	-3.5	0.7	5.8	2.4	3.8	19.3	-27.3	-16.7	-0.6
CC(C)N(N=Nc1ccc([N+](=O)[O-])cc1)C(C)C	-0.2	-2.4	7.1	1.5	0.3	11.9	-3.9	-10.7	-1.8
COCCn1c(SCC(=O)c2[nH]c(C)c(C(C)=O)c2C)nc2ccccc2c1=O	-0.6	-2.8	23.5	-2.8	2.5	9.1	-3.0	13.8	-3.3
COc1cc(S(=O)(=O)N2CCN(c3ccccn3)CC2)ccc1Br	3.4	-2.4	-17.1	-6.6	-4.4	3.1	6.4	-12.9	-7.9
CCCCN(CC)Cc1c(C)[nH]c2c(ccc3ccccc32)c1=O	-0.5	4.9	6.3	2.8	3.7	5.2	-15.4	3.6	15.3
COc1ccc(CCN(C(=O)COc2ccccc2)c2nc(-c3ccccc3)cs2)cc1OC	-1.7	-0.8	16.9	21.9	10.8	9.8	-9.0	0.0	15.1
CCc1ccccc1NC(=S)N(CCN1CCOCC1)C1CCN(C(C)=O)CC1	-1.8	0.9	24.1	-0.4	-0.9	-2.6	0.5	-14.1	11.5
Cc1cc(C(F)F)n2nc(C(=O)Nc3sc4c(c3C(N)=O)CCC4)nc2n1	1.4	-0.8	12.5	-7.2	5.2	11.1	-11.0	20.1	-5.3
CC(C)Oc1ccc(NC(N)=O)cc1	-0.6	1.0	13.1	2.5	2.8	11.6	12.6	-26.0	-6.7
CC(=O)Nc1ccccc1C(=O)C(=O)O	0.7	-6.5	-6.7	-7.9	1.8	10.4	-14.5	6.3	-5.9
Cc1ccc(Nc2nnc(SC(C)C(=O)Nc3c(C)n(C)n(-c4ccccc4)c3=O)s2)cc1 (configuration not stated)	-0.9	-1.7	13.8	8.6	2.4	14.4	15.3	15.2	-5.1
CC(C)CNS(=O)(=O)c1ccc(S(=O)(=O)N2CCC(N3CCCCC3)CC2)cc1	0.3	-0.3	-25.3	-12.4	-6.5	10.2	-9.5	-0.3	16.7
CCOC(=O)C1C(=O)C=C(/C=C/c2ccc(N(C)C)cc2)CC1c1ccccc1 (configuration not stated)	-1.0	-0.9	32.3	-8.6	-1.8	4.5	-17.2	9.3	20.8
Cn1c(=O)[nH]c2sc3c(c2c1=O)CC(C)(C)OC3	0.8	-3.8	-15.6	-5.5	-6.6	-15.2	-7.9	2.9	-6.9
COc1cc2c(c3oc(-c4ccccc4)cc(=O)c13)C=CC(C)(C)O2	-1.8	-0.9	24.5	29.7	-4.8	-1.9	-14.0	-37.2	25.8
Cc1cc(C)cc(C(=O)NCC(=O)N2CCC3(CC2)NCCc2[nH]cnc23)c1	0.3	-3.9	37.0	1.8	1.0	1.7	12.5	18.9	-12.7

An excerpt of these results, in markdown.
| SMILES | UPR CHOP act | UPR XBP1 act | Mdm2-MdmX inh | EBI2 antag | CXCR6 block | CCR6 antagonist | Jurkat NFkB inh | 697 NFkB inh | Gli-Sufu antag |
| --- | --- | --- | --- | --- | --- | --- | --- | --- | --- |
| CCc1ccccc1NC(=S)N(CCN1CCOCC1)C1CCN(C(C)=O)CC1 | -1.8 | 0.9 | 24.1 | -0.4 | -0.9 | -2.6 | 0.5 | -14.1 | 11.5 |
| COc1cc(S(=O)(=O)N2CCN(c3ccccn3)CC2)ccc1Br | 3.4 | -2.4 | -17.1 | -6.6 | -4.4 | 3.1 | 6.4 | -12.9 | -7.9 |
| CCOC(=O)c1cc(-c2ccccc2)sc1NC(=O)C(C)OC(=O)c1cccnc1OCC (configuration not stated) | -0.7 | -0.4 | -3.2 | 19.0 | 13.8 | 18.3 | -0.8 | 1.4 | -1.1 |

The listing continues:
SMILES	UPR CHOP act	UPR XBP1 act	Mdm2-MdmX inh	EBI2 antag	CXCR6 block	CCR6 antagonist	Jurkat NFkB inh	697 NFkB inh	Gli-Sufu antag
CC(=O)c1cccc(NC(=S)NC(=O)c2ccccc2C)c1	1.6	-0.5	2.0	10.9	2.0	18.7	-22.4	-18.6	-9.5
CSc1ncc(Cl)c(C(=O)Nc2nnc(SC)s2)n1	3.5	-6.3	12.5	-0.7	2.2	36.3	-6.9	-5.8	-2.2
COc1cc(CN2CCC(CO)(CCOc3ccccc3)CC2)cc(OC)c1OC	2.6	-0.2	-11.0	4.8	6.7	-11.1	5.4	-15.9	24.7
CC(Sc1nnc(COc2ccc(Cl)cc2)n1Cc1ccco1)C(=O)N1CCNC1=O (configuration not stated)	2.6	-4.8	-0.8	6.9	4.7	11.1	5.8	13.4	-13.9
CCN(CC)S(=O)(=O)c1ccc(NCCCn2ccnc2)c([N+](=O)[O-])c1	-0.9	-0.8	4.2	-6.4	7.2	13.2	-37.3	-30.8	1.7
COc1ccc(-c2csc(NC(=O)c3cccc(N4C(=O)CCC4=O)c3)n2)cc1OC	-0.6	-2.8	-1.8	-2.4	-18.5	-12.3	5.1	24.0	0.8
CC(=O)Nc1ccc(S(=O)(=O)N2CCC(C(=O)NCCC(=O)NCc3ccncc3)CC2)cc1	0.7	-2.7	10.3	-6.6	-0.1	12.0	11.1	-12.0	-1.2
Cc1ccc(N2C(=O)Cc3ccccc3C2=O)cc1	-0.4	-3.8	-10.7	-2.4	2.3	10.8	1.6	10.3	17.6
C/C=C/Cn1c(Br)nc2c1c(=O)[nH]c(=O)n2C	-2.6	4.3	6.7	0.2	-0.5	-2.7	15.3	26.0	-9.0
O=C(CC1NCCNC1=O)Nc1ccc([N+](=O)[O-])cc1 (configuration not stated)	2.9	-2.3	-16.1	-5.7	-0.2	5.6	-39.9	-16.4	-2.9

From PubChem BioAssay

Outcome played no part in choosing rows, and some 5% of all compounds hit somewhere here.
